GPR7 antagonist – GPR7 receptor antagonists, primary screen, cell-based, fluorescence, single concentration. Neuropeptides B/W receptor type 1 (Homo sapiens), P48145. hit rate 1.1% among 290,000. AID 1861, 2009. GPR7-expressing cells, fluorescence antagonist assay. inhibition, % at 4.4 µM; in the data active = inhibition above about 16%, passing the limit was not always enough;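 also: cells stimulated with the agonist NPW; 0% = agonist with vehicle and 100% = vehicle without agonist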
Target sequence (P48145 whole entry, looked up): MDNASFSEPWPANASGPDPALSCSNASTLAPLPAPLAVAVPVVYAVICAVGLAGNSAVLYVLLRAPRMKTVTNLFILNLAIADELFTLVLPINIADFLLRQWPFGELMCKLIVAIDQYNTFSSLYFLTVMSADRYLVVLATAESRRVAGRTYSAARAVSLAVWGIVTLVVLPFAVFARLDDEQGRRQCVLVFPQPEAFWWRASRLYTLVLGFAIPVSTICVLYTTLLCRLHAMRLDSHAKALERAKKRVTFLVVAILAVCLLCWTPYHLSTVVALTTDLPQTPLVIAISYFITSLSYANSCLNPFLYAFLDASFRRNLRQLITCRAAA
V1aR counter – agonists of human V1a receptor, primary screen, counter-screen for OXTR agonist project, fluorescence, CHO-V1R cells. Fluo-8 calcium fluorescence, agonist mode; 0% DMSO, 100% 3 nM vasopressin. activation, % at 3 µM. hit rate 0.25% among 320,000. AID 2797, 2010;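 active = activation above the mean activation of all tested compounds plus 3 SD, per screening run, cut at about 20% in these data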;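 also: signal is peak over basal fluorescence ratio across a 100 second FLIPR read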
M18AAP inhibitor – PfM18AAP inhibitors, malaria aminopeptidase, primary screen, biochemical, QFRET, recombinant enzyme; M18 aspartyl aminopeptidase (Plasmodium falciparum 3D7); H-Glu-NHMec fluorogenic cleavage; inhibition, % at 7.35 µM; hit rate 1.2% among 290,000; AID 1822, 2009;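 active = inhibition above the campaign mean inhibition over all tested compounds plus 3 SD, cut at about 28% in these data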;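 also: 0% = plate median of test compound wells and 100% = 2 mM ZnCl2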
MEKK2wt PB1 HTS – modulators of MEK5 binding to wildtype MEKK2, primary screen, biochemical, multiplex bead flow cytometry, Alexa488-MEK5; Alexa488-MEK5 binding to MEKK2 WT; actives lie on both sides; binding response (% of control), % at 10 µM; Mitogen-activated protein kinase kinase kinase 2 (Homo sapiens), Q9Y2U5; hit rate 1.1% among 290,000; AID 1531, 2009; in the data active = binding response below about 67% or above about 130%
OXTR potentiator – human OXTR potentiators, primary screen, fluorescence, CHO-OTR cells, Fluo-8 calcium | AID 2445, 2010 | Oxytocin receptor (Homo sapiens), P30559 | activation, % at 3 µM | Fluo-8 calcium fluorescence, potentiator mode; 0% = oxytocin EC15, 100% = EC100 | hit rate 0.061% among 320,000;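 active = activation above that plate's cutoff, the mean activation of tested compounds plus 3 SD, cut at about 6.6% in these data, passing the limit was not always enough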;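 also: 100% uses oxytocin at 75 nM as the full agonist control; some results filed as inactive read as strong as hits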
Target sequence (P30559 whole entry, looked up): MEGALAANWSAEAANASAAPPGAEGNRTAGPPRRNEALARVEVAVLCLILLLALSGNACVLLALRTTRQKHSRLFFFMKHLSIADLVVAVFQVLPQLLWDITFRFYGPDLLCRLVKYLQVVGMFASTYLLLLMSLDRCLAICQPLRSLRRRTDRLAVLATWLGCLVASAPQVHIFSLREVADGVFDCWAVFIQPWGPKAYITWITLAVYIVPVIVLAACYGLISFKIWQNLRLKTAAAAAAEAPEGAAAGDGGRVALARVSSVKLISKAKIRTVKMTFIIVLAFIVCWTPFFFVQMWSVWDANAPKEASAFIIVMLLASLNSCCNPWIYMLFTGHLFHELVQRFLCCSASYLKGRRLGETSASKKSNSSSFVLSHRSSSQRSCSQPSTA
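Replication – single well per compound, singlicate · Assay system – CHO cell line stably expressing human OTR · Timing – 6 min pre-incubation, 100 s read · Measure – normalized max/min fluorescence ratio, % activation · Doses – 3.0 µM, one dose · Detection – Fluo-8 calcium dye fluorescence · Probe or stimulus – oxytocin near EC15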
MEKK2mut PB1 HTS – MEK5 binding signal on mutant MEKK2 PB1, primary screen, biochemical, multiplex bead flow cytometry, Alexa488-MEK5; Alexa488-MEK5 binding to MEKK2 mutant; percent response, % at 10 µM; AID 1530, 2009; hit rate 0.35% among 290,000; in the data active = percent response above about 24%, passing the limit was not always enough; also: inactives centre near 1; some results filed as inactive read as strong as hits
OXTR ag – human OXTR agonists, primary screen, fluorescence, CHO-OTR cells, Fluo-8 calcium | Fluo-8 calcium fluorescence; normalized: DMSO 0%, oxytocin 100% | activation, % at 3 µM | hit rate 0.32% among 320,000 | AID 2435, 2010;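 active = activation above the mean of all tested compounds plus 3 SD, cutoff set per screening run, cut at about 20% in these data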;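 also: peak over basal fluorescence ratio from a 100 s FLIPR kinetic read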
GalR3 antagonist – GalR3 antagonists in HEK293 cells, primary screen, cell-based, fluorescence readout | Galanin receptor type 3 (Homo sapiens), O60755 | HEK293 GalR3-CNG cAMP membrane potential fluorescence; galR3 body fused to GalR1 C-terminus | inhibition, % at 3 µM | hit rate 0.44% among 360,000 | AID 651719, 2012;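 active = inhibition above the screen-wide average plus 3 SD, cut at about 13% in these data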;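 also: forskolin and galanin both at EC90 stimulate the cells; cAMP rise reported by CNG channel membrane potential dye signal; 0% = forskolin plus galanin with DMSO and 100% = forskolin alone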
Target sequence (O60755 1-299 limits assumed): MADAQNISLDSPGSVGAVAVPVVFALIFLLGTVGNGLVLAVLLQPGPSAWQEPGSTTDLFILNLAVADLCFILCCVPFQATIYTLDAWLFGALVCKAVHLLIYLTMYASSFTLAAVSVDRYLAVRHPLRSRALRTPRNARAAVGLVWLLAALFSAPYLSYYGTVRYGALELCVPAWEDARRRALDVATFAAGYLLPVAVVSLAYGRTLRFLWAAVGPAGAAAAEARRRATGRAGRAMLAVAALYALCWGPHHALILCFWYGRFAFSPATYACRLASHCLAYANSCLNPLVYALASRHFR
NALP1 inh – NALP1 inflammasome inhibitors in reconstituted yeast, colorimetric, S. cerevisiae, triplicate retest; S. cerevisiae NALP1/ASC/caspase-1 growth, X-gal OD620, 72 h; inhibition, % at 10 µM; hit rate 0.61% among 280,000; in the data active = inhibition mostly above about 24%, no sharp cut-off; inactive = mostly below about 32%; also: some compounds called inactive have numbers as strong as hits
Numbers without * were called inactive; . = not tested or not shown. No enrichment for hits; 4.1% or so of the library scored in one or more.

Molecule	NALP1 inh	GPR7 antagonist	M18AAP inhibitor	OXTR ag	OXTR potentiator	V1aR counter	MEKK2wt PB1 HTS	MEKK2mut PB1 HTS	GalR3 antagonist
COc1ccccc1C1NC(c2ccccc2OC)C(C)C(=O)C1C (stereo unspecified)	5	-5	5	-2.1	-5	-1.3	106	3	-5
COc1ccccc1NCN1C(=O)CCC1=O	10	-9	4	-0.3	-3	0.1	106	2	3
COc1ccc(CCNC(=O)CCC(=O)N2CCN(S(=O)(=O)c3ccc(Cl)cc3)CC2)cc1OC	-18	-1	2	-0.3	-17	-0.9	107	10	-2
CC(NC(=O)Cn1nc(C(F)(F)F)c2c1CCC2)c1ccccc1 (stereo unspecified)	11	-4	-5	-1.3	-9	3.6	96	-3	-3
Cc1cccc(NC(=O)COC(=O)CSc2ccccc2)c1C	.	.	.	-1.1	3	-0.8	.	.	-4
O=C(COC(=O)c1ccc(NS(=O)(=O)c2cccs2)cc1)Nc1nc2c(F)c(F)c(F)cc2s1	3	3	2	.	.	.	96	0	.
COC(=O)Cn1cc(/C=N/NC(=O)COc2cccc3cccnc23)c2ccccc21	-11	-2	13	0.9	-8	-0.5	91	2	-2
CC(C)CCNC(=O)C(C)N(Cc1ccc(F)cc1)C(=O)c1ccc(CN2CCOCC2)o1 (stereo unspecified)	-4	-2	-2	-0.1	1	-0.4	99	-2	7
CCN1CCN(c2ccc(S(=O)(=O)N3CCCCC3)cc2NC(=O)Cc2c(F)cccc2Cl)CC1	17	-7	0	2.2	-6	0.5	125	11	6
COc1ccc(N2C(=O)CC(N3CCN(S(=O)(=O)c4ccc(Cl)cc4)CC3)C2=O)cc1 (stereo unspecified)	9	5	0	1.0	-3	1.8	101	0	-3
COc1cccc(C(=O)N2CCN(C3CCC(c4ccccc4)CC3)CC2)c1 (stereo unspecified)	10	-18	-1	.	.	.	101	5	-2
O=C(CN1CCN(c2ccccc2O)CC1)NCCCc1ccccc1	-3	-7	7	0.1	-13	0.4	97	-2	2
CC(=O)Nc1ccc2nc(NC(=O)COc3cccc(C)c3)sc2c1	9	-1	-2	-0.5	-21	-1.1	100	-1	-1
Cc1cc(C)c2nc(SCC(=O)Nc3cc(C)on3)c(C#N)cc2c1	5	-3	2	1.1	-2	2.0	103	3	-6
CC(C)OCCCNc1ncc2c(n1)CC(c1ccc(N(C)C)cc1)CC2=O (stereo unspecified)	10	-4	-1	-0.7	-5	-1.3	103	3	-6
CNC(=O)c1nnc(Cc2ccc(F)cc2)o1	1	.	.	0.0	-1	-0.5	108	8	0
Cc1nnc(SCC(=O)N2CC(C)OC(C)C2)n1-c1ccccc1 (stereo unspecified)	24	0	0	0.3	-6	1.1	98	-4	-5
CS(=O)(=O)N(CC(=O)NC1CCCC1)c1cccc(F)c1	7	-13	-5	0.3	-1	1.4	86	-12	0
CCN(CC)CCCOc1ccc(Cl)c(Cl)c1	45	-4	6	0.6	-7	1.4	102	1	-6
O=C(Cc1ccccc1)N/N=C/c1ccc(Cl)cc1Cl	6	-4	0	-0.6	-9	-0.6	100	1	-4
O=C(O)C1CCN(S(=O)(=O)c2ccc(N3CCC(O)CC3)c([N+](=O)[O-])c2)CC1	11	4	1	-0.5	-6	8.3	102	-2	-3
O=C1CC(c2ccc(F)cc2)C2=C(CCCC2=O)N1 (stereo unspecified)	10	-7	1	-0.3	-3	-0.7	111	13	7
Cc1ccc(S(=O)(=O)NC(CC(=O)N2CCOCC2)c2ccco2)cc1 (stereo unspecified)	22	8	3	-0.4	-9	0.5	92	-9	3
CCOC(=O)c1c(C)nc2ccccc2c1C	23	1	-7	-2.0	-9	-1.2	93	-8	0
Cc1c(NC(=O)Nc2cccc(Cl)c2)c(=O)n(-c2ccccc2)n1C	32	-2	-1	-1.6	-2	0.0	96	-4	-2
O=C(COc1ccc(Br)cc1CNC1CCCCC1)NCCc1ccccc1	9	21*	-1	8.4	-2	10	124	2	-12
COc1ccc([C@H]2CC(=O)C=C(c3cc4ccccc4s3)C2)cc1	.	.	.	1.2	1	-0.4	.	.	-2
COc1cc(-c2nnc(SCC(=O)N3CCCC3)o2)cc(OC)c1OC	34	-8	-2	-0.7	-12	1.8	102	1	2
O=C(Nc1ncccc1O)c1ccc(C(=O)c2ccccc2)cc1	.	.	.	1.5	-8	2.1	.	.	-4
CC(C)(C)C1c2[nH]c3ccccc3c2CCN1CCCn1cccn1 (stereo unspecified)	-5	-12	-1	-0.7	2	0.3	105	7	-8

GPR7 antagonist: what is marked active above
SMILES	NALP1 inh	GPR7 antagonist	M18AAP inhibitor	MEKK2wt PB1 HTS	MEKK2mut PB1 HTS	GalR3 antagonist
O=C(COc1ccc(Br)cc1CNC1CCCCC1)NCCc1ccccc1	9	21*	-1	124	2	-12

(continued)
Molecule	NALP1 inh	GPR7 antagonist	M18AAP inhibitor	OXTR ag	OXTR potentiator	V1aR counter	MEKK2wt PB1 HTS	MEKK2mut PB1 HTS	GalR3 antagonist
N/C(CCN1CCOCC1)=N/O	-4	-3	2	0.5	-1	-0.5	100	1	1
CCn1c2ccccc2c2cc(/C=N/O)ccc21	13	-16	4	-1.2	-4	-0.9	101	1	-6
O=C(COc1ccc2ccccc2c1Br)Nc1ncn[nH]1	9	5	9	-0.4	-5	0.2	102	4	.
Cc1cc(-c2nnc(CCC(=O)NCc3ccc(F)c(F)c3)o2)no1	-7	-1	-12	-0.8	-8	-0.9	94	-8	-4
Cc1ccc(CNC(=O)C2CCCN2C(=O)Nc2cccc(Cl)c2)cc1 (stereo unspecified)	8	-11	0	-2.1	0	-1.7	102	4	-9
Cc1ccc2nc(-c3ccc(NS(=O)(=O)c4ccccc4)cc3)sc2c1	11	-6	-5	1.8	-4	0.8	102	1	-1
CCCC(C)C(=O)Nc1ccc(Cl)cn1 (stereo unspecified)	15	-10	0	-2.4	2	0.1	106	10	-1
CC(C)CC(=O)NN1CCCCC1	-4	-1	2	0.8	-6	0.7	115	12	-4
COc1ccc(CCNC(=O)CN2CCN(c3ccccc3Cl)CC2)cc1	-25	-5	2	-1.7	-21	-0.9	107	10	-3
O=C1C2C3C=CC(C4CC34)C2C(=O)N1/N=C/c1ccc(-c2ccccc2[N+](=O)[O-])o1 (stereo unspecified)	12	-3	-5	-0.3	-15	4.2	96	7	-1
COc1ccc(NC(=O)CSc2nnc(CN3CCOCC3)n2C)cc1Cl	18	-2	0	0.3	-8	-0.6	102	4	1
COCCCNC(=O)Cn1cc(/C=C(\C#N)C(=O)NC2CCCC2)c2ccccc21	3	-14	3	-2.0	-4	-0.3	102	4	0
CS(=O)(=O)c1ccc(Cl)c(NC(=O)c2cccc(-n3cnnn3)c2)c1	.	.	.	1.5	3	-0.3	.	.	0
CCC(=O)NC(=S)Nc1ccc(NC(=O)c2cccnc2)cc1	28	-1	-3	0.2	-1	0.3	101	2	2
CC(OC(=O)/C=C/c1ccccc1)C(=O)Nc1cccc(C#N)c1 (stereo unspecified)	.	.	.	2.1	-3	2.3	.	.	-3
CC1CC(C)CN(C(=O)CCc2ccccc2)C1 (stereo unspecified)	2	-4	4	0.1	-5	-0.8	101	-1	-1
CCn1c(SCC(N)=O)nc2sc3c(c2c1=O)CCCC3	-5	-9	-5	0.0	-3	-0.7	103	8	0
CCN(CC(=O)Nc1c(F)cccc1F)C(=O)c1cccc(S(=O)(=O)N2CCN(c3ccccc3)CC2)c1	14	-15	-6	2.4	-2	6.9	107	5	-5
Cc1ccc(S(=O)(=O)Nc2ccc(-c3nnc(SCC#N)n3C)cc2)cc1	-8	-5	1	-1.3	-5	0.9	101	-2	-1
O=C(N/N=C\c1ccc([N+](=O)[O-])s1)C1COc2ccccc2O1 (stereo unspecified)	0	7	4	3.6	-12	2.6	108	4	1
CC(NC(=O)Nc1ncccn1)(C(F)(F)F)C(F)(F)F	-3	-4	2	0.8	-8	0.4	114	6	-3
Cc1ccn(-c2cc(O)c(-n3ccc(C)n3)cc2O)n1	12	-7	18	0.1	-5	0.8	104	3	-1
CC(C)(O)C(=O)N=Nc1c(O)[nH]c2ccccc12	2	-4	-1	-0.3	-16	0.3	92	-15	-2
Cc1cc(C)c(NC2=NS(=O)(=O)c3ccccc32)c(C)c1	11	-5	5	0.9	-2	0.0	111	5	-5
N#CCCN(NC1=NS(=O)(=O)c2ccccc21)C(=O)c1ccccc1Br	10	-12	2	1.6	0	-1.1	100	2	.
CC(C)C(=O)NN(C(=O)C(C)C)c1nc2ccccc2s1	-5	1	3	-2.1	-4	-0.7	101	-1	1
Nn1c(CSc2nc3ccccc3o2)nnc1CSc1nc2ccccc2o1	-3	-14	-6	0.6	-7	1.5	108	6	-2
CCCc1cc(=O)oc2cc(Oc3ncccn3)ccc12	24	-4	-10	0.3	-12	-0.2	97	-4	-2
COc1cc(OC)c(C(=O)O/N=C(\N)c2ccccn2)cc1OC	-4	-12	-4	-1.8	-1	-0.3	104	5	-12
Cc1ccccc1NC(=O)Nc1ccc(C(F)(F)F)cc1	-6	54*	4	5.3	-17	7.2	109	7	-7
COCCCNCC(=O)Nc1sc(C)c(C)c1C(=O)OC	12	-10	1	-0.4	-3	-1.0	103	5	-6
O=C(CN1c2ccccc2S(=O)(=O)c2ccccc21)Nc1ccccc1F	-8	4	-4	2.0	-5	1.2	100	0	-3
Cc1cc(C)cc(OCCNS(=O)(=O)c2cccs2)c1	21	-14	-6	-2.6	-4	-0.3	112	7	-2
COc1ccc(CNS(=O)(=O)c2cc3c(cc2Cl)NC(=O)CO3)cc1	8	-9	1	0.6	1	1.7	102	1	.
O=C(c1ccc(S(=O)(=O)NCC2CCCO2)cc1)N1CCc2ccccc21 (stereo unspecified)	21	-6	-6	6.8	-22	6.8	99	2	-5
Fc1cccc(Cn2cc(C(=S)N3CCCCC3)c3ccccc32)c1	19	-3	-1	-0.6	-13	-1.1	104	2	-3
CCOC(=O)C[C@H]1c2cc(C(F)(F)F)ccc2S(=O)(=O)N1C(C)C	.	.	.	-0.9	4	0.4	96	-2	1
COc1cccc(NC(=S)NNC(=O)CCn2cc([N+](=O)[O-])cn2)c1	-5	10	20	-0.5	-6	-0.1	96	-6	0
Cc1ccc(OCCC(=O)OCC(=O)N2CCN(S(=O)(=O)c3ccc(C)cc3)CC2)cc1	.	.	.	9.3	-18	7.7	.	.	-3
